human PMI inhibitors: human PMI inhibitors, high substrate, primary screen, biochemical, fluorescence intensity, high mannose 6-phosphate (AID 1220). recombinant PMI enzyme, coupled fluorescence intensity; higher % means a stronger effect. inhibition, % at 20 µM; hits with a dose series show IC50 in µM. 0.66% of 190,000 active; in the data active = inhibition above about 50%
PhoP inhibition: inhibitors of PhoP regulon expression, primary screen, Salmonella Typhimurium, GFP reporter (AID 1863); S. Typhimurium PhoP-regulated promoter GFP reporter, 4 h; higher % means a stronger effect; inhibition, % at 50 µM; hits with a dose series show IC50 in µM; 0.16% of 300,000 active;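 active = inhibition over 29.93%, a cutoff 3 SD above the screen mean, later confirmed by dose response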;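 also: 0% = low Mg2+ inducing control and 100% = high Mg2+ repressing control; strong numbers were not always called active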
P. falciparum M1AAP: P. falciparum M1AAP inhibitors, biochemical, fluorogenic H-Leu-NHMec substrate, 1536-well (AID 1445) | recombinant M1AAP, H-Leu-NHMec fluorogenic kinetic assay; higher % means a stronger effect | Aminopeptidase N (Plasmodium falciparum (isolate 3D7)) | 0.42% of 220,000 active | inhibition, % at 30 µM, or IC50 in µM where a hit was titrated;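 active = primary inhibition above the hit cutoff, then over 50% inhibition at one or more dose response concentrations, cut at about 23% in these data, passing the limit was not always enough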;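 also: plate controls were DMSO full reaction for no effect and no enzyme background for full effect; strong numbers were not always called active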
XIAP antagonists: XIAP antagonists, biochemical, IAP family, fluorescence polarization (AID 1018). E3 ubiquitin-protein ligase XIAP (Homo sapiens). 0.007% of 200,000 active. displacement, % at 20 µM, or IC50 in µM where a hit was titrated. XIAP BIR domain, fluorescence polarization peptide displacement; higher % means a stronger effect; in the data active = displacement above about 50%; also: a part of the inactive calls stands beside numbers as strong as those of hits
Yfh1-depleted yeast: enhancers of respiration in Yfh1-depleted yeast, dose response, Friedreich's ataxia, plus single-dose screen (AID 1465) | S. cerevisiae Yfh1-off respiration, WST-1 reduction, 72 h; higher fold induction means a stronger effect | 0.074% of 220,000 active | fold induction at 50 µM, or EC50 in µM where a hit was titrated;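 active = fold induction of absorbance versus untreated yeast above a set limit, then at least 30% activation at any dose in follow-up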;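 also: activators that raise dye reduction in frataxin-depleted yeast; strong numbers were not always called active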
SIAH1 antagonists: Siah-1 peptide-binding antagonists, primary screen, biochemical, fluorescence polarization, rhodamine-plectin, uHTS (AID 1817); displacement, % at 20 µM, or IC50 in µM where a hit was titrated; Siah-1 / rhodamine-plectin peptide fluorescence polarization; higher % means a stronger effect; E3 ubiquitin-protein ligase SIAH1 (Homo sapiens); 0.02% of 290,000 active;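 active = displacement of at least 50% at 20 µM, with a fluorescence ratio check between 0.3 and a set limit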;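 also: plate controls were Siah plus tracer with DMSO for no effect and tracer alone without Siah for full effect; strong numbers were not always called active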
CSM14.1 death rescue: rescue of cells from ER stress-induced death, primary screen, 384-well, CSM14.1, thapsigargin, ATP luminescence (AID 1222); CSM14.1 thapsigargin-induced death rescue, ATP luminescence; higher % means a stronger effect; one-dose cellular ATP content (survival), % at 20 µM; EC50 in µM for titrated hits; 190,000 tested, under 10 active;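 active = EC50 below 50 µM in the dose-response confirmation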;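 also: death triggered by thapsigargin at about 15 µM added after 2 h compound pretreatment; cell ATP read after overnight thapsigargin exposure of roughly 18 to 22 hours; normalized against plate controls of thapsigargin alone and 5% DMSO vehicle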
M17LAP inhibition: P. falciparum M17LAP inhibitors, primary screen, biochemical, fluorogenic H-Leu-NHMec substrate, 1536-well (AID 1619) | Leucine aminopeptidase (Plasmodium falciparum (isolate 3D7)) | recombinant M17LAP, H-Leu-NHMec fluorogenic kinetic assay; higher % means a stronger effect | inhibition, % at 30 µM, or IC50 in µM where a hit was titrated | 0.38% of 220,000 active;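 active = compound inhibiting the enzyme by more than half at any dose during confirmatory dose-response retesting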;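 also: plate controls were full reaction with DMSO carrier for no effect and no enzyme background for full effect; strong numbers were not always called active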
West Nile virus CPE: West Nile virus antiviral activity, cell-based, CPE readout (AID 1621). West Nile virus-infected cells, CPE inhibition; higher % means a stronger effect. one-dose CPE inhibition, % at 10 µM; IC50 in µM for titrated hits. 0.02% of 290,000 active; in the data active = a potency from the dose series; also: strong numbers were not always called active
Starred values were filed as active, the others as inactive; i = inactive; . = not tested or not shown.

SMILES | human PMI inhibitors | PhoP inhibition | P. falciparum M1AAP | XIAP antagonists | Yfh1-depleted yeast | SIAH1 antagonists | CSM14.1 death rescue | M17LAP inhibition | West Nile virus CPE
CCCCc1nnc(NC(=O)C(C)Sc2nc(O)c(Cc3ccccc3)c(=O)[nH]2)s1 (stereo unspecified) | -1% | 1% | -1% | -1.1% | i | 8% | -0.9% | 21% | 0.4%
Fc1ccccc1N1CCN(c2cnc3ccccc3n2)CC1 | 4% | 3% | 6% | -5.8% | i | 3% | 2.5% | -4% | -0.5%
COCCn1c(Cc2ccccc2)nnc1SCC(=O)N(C)C | -6% | 3% | 0% | -0.6% | i | 12% | 1.7% | -9% | 0.4%
CCOC(=O)CN1Cc2cccc(C(=O)O)c2C1=O | 16% | 6% | 0% | -25% | i | 0% | -0.1% | 0% | 0.4%
COc1ccc(C(=O)N2CCCC(CCC(=O)NCc3ccc(F)c(F)c3)C2)cc1F (stereo unspecified) | -4% | 7% | 3% | 2.9% | i | -1% | 0.5% | 13% | -0.8%
COc1ccc(-n2ncc3c(N4CCN(Cc5ccccc5)CC4)ncnc32)cc1 | 13% | -1% | 1% | -6.2% | i | 7% | -2.4% | -1% | 0.1%
C=CCn1c(C)cc(C(=O)COC(=O)/C=C/c2ccc(OC)cc2)c1C | 16% | 3% | 4% | -6.8% | i | 6% | -0.4% | 11% | -0.5%
Cc1ccc(-n2cc(CNCCCn3ccnc3C)c(-c3ccc(F)cc3)n2)cc1 | 0% | -12% | -1% | -5.4% | i | -2% | -4.2% | 1% | -1.1%
COc1ccc(Nc2nc3ccccc3c(=O)s2)c(OC)c1 | -1% | -4% | -1% | -4.5% | i | 4% | 2.0% | -5% | 0.6%
O=C(CCNC(=O)OCc1ccccc1)NC1CCCCCC1 | 10% | -2% | 2% | -2.4% | i | 8% | -0.2% | -11% | -0.6%
CNC(=O)CC1C(=O)N(Cc2ccccc2)C(=S)N1NC(=O)c1cccc(F)c1 (stereo unspecified) | -19% | -7% | -7% | -7.4% | i | -2% | -2.6% | 7% | 0.2%
O=C(CSc1nnc(Cn2nnc3ccccc32)o1)Nc1ccc(Cl)cc1 | -10% | 6% | -2% | -2.3% | . | 7% | -1.4% | 30% | .
Cc1ccc(CC2CC(=O)N(c3nc4ccccc4s3)C2=O)cc1 (stereo unspecified) | 0% | -7% | -2% | -9.5% | i | -1% | -1.0% | 6% | 1.1%
CC(=O)Nc1cc(C(N)=O)c(Cl)cc1Cl | 4% | -1% | 3% | 0.5% | i | -3% | -1.2% | -6% | -0.2%
COc1cccc(-c2csc(NC3OC(=O)c4c3ccc(OC)c4OC)n2)c1 (stereo unspecified) | . | 0% | 7% | . | i | 0% | . | 2% | -0.1%
Cc1cc(C)nc(-n2nc(C)c(Oc3ccccc3O)c2C)n1 | -6% | -16% | -14% | -5.5% | i | 2% | 0.0% | -12% | 0.0%
NS(=O)(=O)c1ccc(NC(=O)CN2CCCc3ccccc32)cc1 | . | -9% | 3% | . | i | 10% | . | 1% | 0.6%
O=C(Oc1ccccc1)c1cccc(N2C(=O)CCC2=O)c1 | 2% | 4% | -3% | 0.2% | i | 1% | 1.0% | -9% | 0.4%
CC(=O)OCC1OC(n2ncc(=O)n(Cc3ccccc3)c2=O)C(OC(C)=O)C1OC(C)=O (stereo unspecified) | 8% | -8% | -1% | -6.9% | i | -4% | 14% | 4% | -0.3%
Cc1cc(C)c(C)c(OCCOCCN2CCOCC2)c1 | 12% | -6% | 10% | -1.9% | i | 12% | -2.3% | 4% | 0.2%
O=[N+]([O-])c1ccc2c(c1)nc1n2CCN(C2CCCCC2)C1 | -81% | 2% | 9% | -7.8% | i | -5% | -1.3% | 10% | -0.5%
CC1(C)CC(=O)c2sc(NS(=O)(=O)c3ccc(F)cc3)nc2C1 | -9% | 2% | 6% | -9.6% | i | 1% | 0.9% | 48% | 0.6%
Cc1ccc(C(=O)NCCc2ccncc2)cc1 | 6% | 17% | 4% | -6.0% | i | 0% | -1.2% | 8% | 0.2%
CCOc1ccc2nc(NCCNC(=O)CC)c(C#N)cc2c1 | 29% | -4% | 3% | -1.3% | i | 0% | 0.0% | -68% | 0.3%
CCCCN(CCCC)S(=O)(=O)c1ccc(C(=O)Nc2nnc(COC)o2)cc1 | 0% | 2% | -15% | -1.7% | i | -9% | 5.5% | -7% | -0.7%
CCCc1nnc(NC(=O)Cn2c(=O)oc3ccccc32)s1 | 14% | -2% | -1% | -8.3% | . | 4% | -0.6% | 11% | .
CC1CCN(C(=O)CSc2nnc(CNC(=O)c3ccco3)o2)CC1 | -3% | 3% | 0% | -4.3% | i | 4% | 2.0% | -2% | 0.2%
Cc1ccn2c(NC(=O)c3ccccc3)c(-c3cccs3)nc2c1 | -2% | 13% | 5% | 3.7% | i | -1% | -1.1% | 4% | 0.5%
c1ccc2c(c1)NC1(CCCC1)n1c-2nc2ccccc21 | 5% | 17% | 12% | -8.6% | i | 5% | 0.1% | -122% | 0.8%
CC(C)CC(C)NNC(=O)c1cc2ccccc2[nH]1 (stereo unspecified) | -14% | -17% | 10% | -1.8% | i | 0% | 0.5% | -1% | -0.9%
Cc1ccc2[nH]cc(CCNC(=O)c3cccnc3)c2c1 | -7% | 7% | 0% | -5.0% | i | -2% | -0.1% | -3% | -0.4%
CSc1nc2ccc(NC(=O)c3nn(C(C)C)c(=O)c4ccccc34)cc2s1 | 3% | 6% | 0% | -14% | i | 0% | -3.1% | 16% | 0.2%
S=C(NCC1CCCO1)NC1CC1 (stereo unspecified) | -10% | 7% | 1% | -8.4% | i | 1% | -0.5% | -7% | -0.6%
CCOC(=O)C(=O)N(Nc1ccccc1C)c1ccccc1C | . | . | . | -16% | i | 0% | 0.4% | . | -1.0%
O=C(CCc1nnc(-c2ccccc2)o1)NCc1c(F)cccc1F | 5% | -3% | 3% | -1.1% | i | 10% | 1.1% | -7% | -0.5%
O=c1onc(-c2ccc(Cl)cc2)n1Cc1ccc(F)cc1 | 1% | -8% | 8% | -2.8% | i | 7% | 1.1% | 7% | -1.8%
CCC(Sc1n[nH]c(=O)[nH]c1=O)C(=O)OCc1ccccc1 (stereo unspecified) | 10% | -10% | -2% | -7.1% | i | -2% | -2.7% | -7% | 0.4%
COc1cc(OC)c(C(=O)NCC2CCCO2)cc1OC (stereo unspecified) | -5% | -7% | -2% | -2.9% | i | 5% | -0.7% | 5% | -0.1%
COc1ccc(OC(=O)c2cccnc2)cc1 | -7% | -1% | 2% | -5.9% | i | 0% | -0.9% | 4% | 0.1%
Cc1cc(NC(=O)CSc2nc(C(C)C)nc3sc4c(c23)CCC(C)C4)no1 (stereo unspecified) | -2% | 9% | -3% | -0.7% | i | 8% | -3.7% | -15% | -0.2%

Given with values under each structure: part of the list above
Values run as follows: human PMI inhibitors	PhoP inhibition	P. falciparum M1AAP	XIAP antagonists	Yfh1-depleted yeast	SIAH1 antagonists	CSM14.1 death rescue	M17LAP inhibition	West Nile virus CPE
> CCOC(=O)C(=O)N(Nc1ccccc1C)c1ccccc1C
    .	.	.	-16%	i	0%	0.4%	.	-1.0%
> CC1(C)CC(=O)c2sc(NS(=O)(=O)c3ccc(F)cc3)nc2C1
    -9%	2%	6%	-9.6%	i	1%	0.9%	48%	0.6%
> Cc1ccn2c(NC(=O)c3ccccc3)c(-c3cccs3)nc2c1
    -2%	13%	5%	3.7%	i	-1%	-1.1%	4%	0.5%

No new results follow: entries from further up.
SMILES | human PMI inhibitors | PhoP inhibition | P. falciparum M1AAP | XIAP antagonists | Yfh1-depleted yeast | SIAH1 antagonists | CSM14.1 death rescue | M17LAP inhibition | West Nile virus CPE
CCCCc1nnc(NC(=O)C(C)Sc2nc(O)c(Cc3ccccc3)c(=O)[nH]2)s1 (stereo unspecified) | -1% | 1% | -1% | -1.1% | i | 8% | -0.9% | 21% | 0.4%
Fc1ccccc1N1CCN(c2cnc3ccccc3n2)CC1 | 4% | 3% | 6% | -5.8% | i | 3% | 2.5% | -4% | -0.5%
COCCn1c(Cc2ccccc2)nnc1SCC(=O)N(C)C | -6% | 3% | 0% | -0.6% | i | 12% | 1.7% | -9% | 0.4%
CCOC(=O)CN1Cc2cccc(C(=O)O)c2C1=O | 16% | 6% | 0% | -25% | i | 0% | -0.1% | 0% | 0.4%
COc1ccc(C(=O)N2CCCC(CCC(=O)NCc3ccc(F)c(F)c3)C2)cc1F (stereo unspecified) | -4% | 7% | 3% | 2.9% | i | -1% | 0.5% | 13% | -0.8%
COc1ccc(-n2ncc3c(N4CCN(Cc5ccccc5)CC4)ncnc32)cc1 | 13% | -1% | 1% | -6.2% | i | 7% | -2.4% | -1% | 0.1%
C=CCn1c(C)cc(C(=O)COC(=O)/C=C/c2ccc(OC)cc2)c1C | 16% | 3% | 4% | -6.8% | i | 6% | -0.4% | 11% | -0.5%

Continued.
SMILES | human PMI inhibitors | PhoP inhibition | P. falciparum M1AAP | XIAP antagonists | Yfh1-depleted yeast | SIAH1 antagonists | CSM14.1 death rescue | M17LAP inhibition | West Nile virus CPE
CCOc1cccc(C(=O)Nc2ccccc2N2CCN(C(=O)C(C)C)CC2)c1 | 8% | 6% | 0% | -7.2% | i | 0% | 4.9% | 8% | 0.6%
CCCC(c1nnnn1C(C)(C)C)N1CCN(c2ccccc2)CC1 (stereo unspecified) | 4% | . | . | -2.5% | i | -3% | -0.2% | . | -1.5%
CCS(=O)(=O)N1CCN(C2CCC(c3ccccc3)CC2)CC1 (stereo unspecified) | 1% | 16% | -5% | -2.2% | i | -2% | -2.5% | 9% | -1.2%
CCC(=O)Oc1ccc(C(=O)Nc2ccc3c(c2)C(=O)N(C2CCCCC2)C3=O)cc1 | -6% | -3% | 1% | -4.7% | i | 4% | 0.5% | -7% | 2.0%
Cc1nc(-c2ccccc2)nc2[nH]c(-c3ccccc3)cc(=O)c12 | -15% | 0% | 0% | -5.8% | i | 6% | -1.1% | -19% | -0.9%
CCCCCCC(=O)N/N=C1\CCCc2ccccc21 | 9% | 14% | -2% | -3.1% | i | 2% | -2.4% | 6% | -0.3%
N#Cc1ccc(OCc2nnc(SCC(=O)c3ccccc3)n2-c2ccccc2)cc1 | 16% | 3% | -1% | -1.7% | i | 1% | 0.5% | 19% | -0.4%
Cc1nc2ccc(NC(=S)N3CCOCC3)cc2nc1C | 45% | -1% | 5% | -6.3% | i | 1% | -1.4% | 9% | 0.1%
c1ccc(N2CCN(c3c4c(nc5ncnn35)CCC4)CC2)cc1 | 2% | -5% | 4% | -9.4% | i | 1% | 1.0% | -8% | -1.3%

From PubChem
